Screens from PubChem.
Nrf2 inh – inhibitors of Nrf2 signaling | A549 ARE-Fluc reporter, luciferase luminescence, 18-24 h | Potency, µM (series often up to 46 µM), inactives show at the highest dose activity change, negative = inhibition, usual class: inhibitors | 360,000 tested, 2.1% active | AID 504444; also: potency is read from the fitted curve at half-maximal effect; % is scaled to controls: 0 for no effect and ±100 for the full control effect; nearly all actives have a fitted effect of over 60% in size
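Nrf2 function is reported as luminescence of an ARE-controlled luciferase in A549 cells. Compounds were tested at several concentrations, and a CellTiter-Fluor read on the same wells flagged cytotoxicity.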
TGFb SMAD3 inh – blocks TGF-b signaling; HepG2 CAGA-GFP TGF-b/SMAD3 reporter, GFP fluorescence, 18 h; TGF-beta stimulated, 500 pg/mL final; AID 588855; Potency, µM (titrated, usually from 46.1 µM), for inactives: at the highest dose activity, negative = inhibition, actives largely listed as inhibitors; 410,000 tested, 1.2% active; also: potency is read from the fitted curve at half-maximal effect; % is scaled to controls: 0 for no effect and ±100 for the full control effect; nearly all actives have a fitted effect of over 65% in size
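Using HEPG2 CAGA-GFP reporter cells at 1000 cells/well, we pinned test compounds, stimulated with recombinant TGF-beta (500 pg/mL final) and measured total well GFP after 18 h.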
Nrf2 activator – activators of Nrf2 (ARE) signaling | AREc32 ARE-luciferase reporter (MCF7-derived line), luminescence, 24 h | Potency, µM (highest dose often 46.1 µM), inactives show at the highest dose activation, most hits filed as activators | 410,000 tested, 0.31% active | AID 624171; also: potency is read from the fitted curve at half-maximal effect; % of control where 0% means no effect; nearly all actives have a fitted effect of over 65% in size
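Luminescent ARE reporter assay in AREc32_Fluc cells: overnight plating at 37 deg C, 24 hr compound incubation, Steady-Glo added, 30 min RT before reading.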
EPAC2 ag – agonists of human EPAC2 (RAPGEF4); Q8WZA2; EPAC2 activation, biochemical qHTS; response scale: 100% = 6.5 mM cAMP response; Potency, µM (titrated, usually from 154 µM), for the others: at the highest dose activation, usual class: activators; 360,000 tested, 0.079% active; also: potency is read from the fitted curve at half-maximal effect; nearly all actives have a fitted effect of over 50% in size
Target sequence (Q8WZA2 whole entry, looked up): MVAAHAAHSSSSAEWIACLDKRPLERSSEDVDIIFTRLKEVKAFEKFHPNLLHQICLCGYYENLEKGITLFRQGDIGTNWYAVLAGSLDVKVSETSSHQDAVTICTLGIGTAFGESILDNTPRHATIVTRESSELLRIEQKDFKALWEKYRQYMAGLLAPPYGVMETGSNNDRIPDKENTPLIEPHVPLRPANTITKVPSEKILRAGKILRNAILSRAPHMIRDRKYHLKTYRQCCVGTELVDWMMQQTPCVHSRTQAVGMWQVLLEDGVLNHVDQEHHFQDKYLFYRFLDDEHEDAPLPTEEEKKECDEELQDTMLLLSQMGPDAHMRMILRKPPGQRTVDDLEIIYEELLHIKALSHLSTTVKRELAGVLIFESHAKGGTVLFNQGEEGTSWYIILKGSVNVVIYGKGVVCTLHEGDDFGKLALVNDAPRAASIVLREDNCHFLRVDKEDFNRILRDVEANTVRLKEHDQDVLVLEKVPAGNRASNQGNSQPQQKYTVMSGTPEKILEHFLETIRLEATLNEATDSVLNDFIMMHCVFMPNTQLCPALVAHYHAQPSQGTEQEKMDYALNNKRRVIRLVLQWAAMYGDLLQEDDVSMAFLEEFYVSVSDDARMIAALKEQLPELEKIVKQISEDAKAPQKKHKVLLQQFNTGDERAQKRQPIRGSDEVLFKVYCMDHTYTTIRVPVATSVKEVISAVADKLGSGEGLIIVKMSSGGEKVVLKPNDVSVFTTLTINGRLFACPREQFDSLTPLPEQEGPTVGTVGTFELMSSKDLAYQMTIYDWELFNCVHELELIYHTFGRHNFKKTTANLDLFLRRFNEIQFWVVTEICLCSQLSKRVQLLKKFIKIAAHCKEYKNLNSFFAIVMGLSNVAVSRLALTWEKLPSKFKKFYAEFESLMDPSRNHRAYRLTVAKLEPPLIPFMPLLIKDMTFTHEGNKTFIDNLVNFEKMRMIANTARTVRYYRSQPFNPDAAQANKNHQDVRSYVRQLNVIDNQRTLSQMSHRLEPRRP
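Readout is BODIPY fluorescence (480 nm excitation, 540 nm emission), which falls as labeled GDP is exchanged off Rap1B. EPAC2 at 100 nM acted on 250 nM RAP1B-BODIPY-GDP with 50 uM GDP present.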
CCT modulator – changes cytosolic chaperonin activity | purified chaperonin ATPase assay, HTRF ADP detection, 30 min | activity change, % (test concentration not listed), hits read low | 360,000 tested, 0.3% active; in the data active = activity change below about -30%; also: % is scaled to controls: 0 for no effect and ±100 for the full control effect
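TRiC at 40 or 20 nM final (batch-dependent) in 30 mM Tris pH 7.4, 100 mM KCl, 5 mM MgCl2, 1 mM DTT, with compound at single 76 uM and 10 uM ATP, 30 min at 37 deg C. ADP detected by HTRF Transcreener, 665/615 ratio.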
A549 tox – kills or reduces viability of A549 cells in Nrf2 counter-screen. A549 ARE-Fluc cells, CellTiter-Fluor viability, 18-24 h. Potency, µM (titrated, usually from 46 µM), inactives show top-dose activity change, negative = cytotoxicity, usual class: inhibitors. 390,000 tested, 0.16% active; also: potency is read from the fitted curve at half-maximal effect; % is scaled to controls: 0 for no effect and ±100 for the full control effect
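A549 ARE_Fluc cells in 5% FBS OPTI-MEM were exposed to compounds in concentration-response for 18-24 h at 37 deg C. Viability was read by CellTiter-Fluor fluorescence (Ex 405/Em 525) after 30 min, before the luciferase read.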
pAkt inh – blocks phosphorylation of Akt; Neuro2A IGF-stimulated pAkt S473 HTRF, 20 min; active compounds read low; activity change, % for hits at 50 µM; 360,000 tested, 0.32% active; in the data active = activity change below about -80%; inconclusive = mostly about -51% to -80%; also: % is scaled to controls: 0 for no effect and ±100 for the full control effect
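Neuro2A cells in DMEM with 0.5% FBS, overnight at 37 deg C, given compound at single 50 µM final, then IGF (6 nM final) for 20 min at 37 deg C. Lysed; phospho-Akt Ser473 by HTRF after 24 h, 665/615 ratio.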
EPAC2 antag – EPAC2 (human) antagonism; EPAC2 GEF exchange of Rap1B-BODIPY-GDP, fluorescence; Q8WZA2; 360,000 tested, 0.18% active; Potency, µM (highest dose often 114 µM), for the others: at the highest dose activity, negative = inhibition, actives largely listed as inhibitors; also: potency is read from the fitted curve at half-maximal effect; % is scaled to controls: 0 for no effect and ±100 for the full control effect; nearly all actives have a fitted effect of over 45% in size; many of its hits are not listed in these tables
MmCpn inh – M. maripaludis TRiC chaperonin inhibition | purified Mm-Cpn ATPase, ADP Transcreener TR-FRET | Potency, µM (doses to about 76.9 µM), for the others: top-dose activity, negative = inhibition, most hits filed as inhibitors | 330,000 tested, 0.031% active; also: potency is read from the fitted curve at half-maximal effect; % is scaled to controls: 0 for no effect and ±100 for the full control effect; nearly all actives have a fitted effect of over 80% in size
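25 nM Mm-CPN + cpd, 10 min 37°C; + 10 uM ATP, 30 min 37°C; buffer 30 mM Tris pH 7.4, 100 mM KCl, 5 mM MgCl2, 1 mM DTT; Transcreener ADP HTRF detection 30 min RT.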
An asterisk follows results filed as active; i = inactive; ? = inconclusive; / = no result given; [ ] = remark or other dose. Unless noted, calls follow the shape of the dose curve; as a rule, active = well fitted curve in the direction sought with a large enough effect; inconclusive = small, poorly fitted or top-dose-only effect, or another doubt; inactive = no such curve, though single readings can be large; an effect the other way counts as inactive or inconclusive. This is a subset; count on the stated rates, not on these rows.

nr	SMILES	Nrf2 inh	TGFb SMAD3 inh	Nrf2 activator	EPAC2 ag	CCT modulator	A549 tox	pAkt inh	EPAC2 antag	MmCpn inh
1	COc1ccccc1CCNC(=O)Nc1cccc([N+](=O)[O-])c1	-6.0%	-10.0%	0.4%	3.9%	-3.2	0.4%	i	6.5%	3.9%
2	CCCCn1cnc2c(SCc3cccc(F)c3)nc(N)nc21	?	12.3%	6.4%	8.0%	-2.5	-2.2%	i	-17.3%	/
3	CC(=O)c1cccc(NS(=O)(=O)c2ccc3[nH]c4c(c3c2)CCCCC4)c1	16.4µM*	?	-2.8%	/	/	-17.6%	/	/	/
4	COc1cccc(N2CCN(C(=O)CCc3c(C)nc4c(c3C)c(=O)n(C)c(=O)n4C)CC2)c1	3.8%	0.8%	0.1%	/	/	-3.0%	/	/	/
5	Cc1ccccc1N1CCN(C2CCCN(C(=O)c3cc[n+]([O-])cc3)C2)CC1 (stereo not given)	1.1%	11.1%	0.0%	2.6%	-0.6	7.0%	i	2.1%	-1.6%
6	CCc1ccc(OCc2nnc(SCC(=O)NCc3ccco3)o2)cc1	-7.4%	-22.0%	4.7%	14.5%	-1.3	-2.0%	i	1.0%	-1.1%
7	Cc1ccc(-c2c(CC(=O)O)c(C)nc3sc4c(c23)CCCC4)cc1	-12.7%	-8.4%	-0.3%	0.4%	-0.6	-2.9%	i	-10.8%	-0.4%
8	Cc1[nH]c2c([N+](=O)[O-])cccc2c1C	-12.1%	-8.5%	0.2%	6.0%	0.9	0.3%	i	-3.5%	-1.7%
9	CCN1CCN(C(=O)c2nn(-c3ccc(OC)cc3)c(=O)c3c2c2ccccc2n3C)CC1	10.7%	4.1%	0.1%	8.3%	1.6	9.0%	i	-10.5%[57.1 µM]	1.1%
10	COc1ccc(CN2C(=O)C(CC(=O)NCc3cccs3)CC(C(=O)N(C(C)C)C(C)C)=C2C)cc1 (stereo not given)	/	1.5%	-0.5%	8.3%	-0.9	/	i	-13.1%	/
11	CC(C)NC(=O)C(Sc1ccccc1)c1ccccc1 (stereo not given)	-11.0%	3.8%	-0.8%	4.6%	-3.9	-11.7%	i	0.7%	-0.3%
12	COCCNC(=O)CN1CCC(NC(=O)Nc2ccc(C(F)(F)F)cc2)CC1	4.8%	21.1%	-0.8%	-0.3%	0.0	-2.9%	i	-3.1%	1.1%
13	Cc1ccc(S(=O)(=O)NC(C(=O)Oc2ccc3c(C)c(Cl)c(=O)oc3c2)c2ccccc2)cc1 (stereo not given)	-4.2%	-28.7%	-0.9%	4.1%	-1.4	-5.6%	i	3.3%	-7.2%
14	Cc1noc(C)c1S(=O)(=O)Nc1ccc(C(=O)N2CCCCC2)cc1	-6.3%	21.7%	-0.1%	7.9%	-0.5	12.4%	i	-2.4%	0.4%
15	COc1ccc(C(=O)NCc2ccon2)cc1OC1CCN(C(C)C)CC1	-2.3%	-5.1%	-1.1%	6.1%	1.0	-10.6%	i	-3.7%	1.5%
16	N#C/C(=C\c1c[nH]c2ccccc12)C(=O)NC1CC1	4.1%	4.9%	10.2%	-1.5%	1.5	-3.0%	i	-7.0%	0.5%
17	COc1ccc(-n2nc(C(=O)N(C)c3cc(C)ccc3C)c3c4ccccc4n(C)c3c2=O)cc1Cl	-9.5%	-18.8%	-0.6%	/	/	1.8%	/	/	/
18	Cc1nn(-c2ccccc2)c(C)c1NC(=O)c1ccc(S(=O)(=O)N2CCCC2)cc1	-29.6%	-5.4%	-0.4%	5.1%	0.1	-1.9%	i	-0.1%	0.1%
19	CCN1CCC(C(=O)NC(c2ccc(F)cc2)c2ncccc2C)CC1 (stereo not given)	/	17.9%	-0.7%	3.6%	-1.2	/	/	6.6%	/
20	Cc1cc(C=C2C(=O)c3ccccc3C2=O)c(C)n1-c1ccc(C(=O)O)cc1	-5.8%	-8.4%	-0.8%	1.5%	-1.2	-5.7%	i	-13.1%	3.4%
21	CC(C)OCCCNC(=O)CCCn1c(SCC(=O)c2ccc(F)cc2)nc2c(sc3ccccc32)c1=O	11.5%	-6.8%	-0.9%	/	/	-3.8%	/	/	/
22	CC(C)C(=O)N1CCCC1(C)C(=O)Nc1cccc(Oc2ccccc2)c1 (stereo not given)	/	-9.2%	0.0%[9.22 µM]	7.0%	0.1	/	i	-0.5%	/
23	COc1cc(/C=N\NC(=O)Cn2nnc3ccccc32)cc(OC)c1OC	/	-0.1%	0.2%	-3.8%	-0.3	17.6%	i	6.4%	-1.9%
24	O=C1CC(NCc2ccccc2)C(=O)N1c1ccc(F)cc1 (stereo not given)	?	-1.9%	-0.4%	-7.2%	-3.2	-0.8%	i	4.6%	2.5%
25	OC1(c2ccc(F)cc2)CCN(Cc2cccnc2)CC1	0.5%	?	0.3%	4.1%	-0.9	-1.0%	i	2.5%	0.2%
26	CC(=O)c1c(C)[nH]c(C(=O)OCC(=O)NCC(C)C)c1C	10.3µM*	?	2.2%	-0.6%	0.3	-13.6%	i	0.3%	1.7%
27	O=C(C1CCN(S(=O)(=O)c2cccnc2)CC1)N1CCN(c2ccc(Cl)cc2)CC1	?	?	1.1%	3.1%	1.1	1.8%	i	15.6%	2.8%
28	CC(=O)n1cc([C@H]2C=C(C(=O)Nc3ccccc3)O[C@@H](OCCCCO)C2)c2ccccc21	6.0%	?	8.9%	11.6%	-0.9	-6.6%	i	4.1%	/
29	COc1ccccc1NC(=O)c1cc(OC)c(OC)cc1[N+](=O)[O-]	1.4%	11.1%	0.2%	19.0%	-1.2	-1.9%	i	7.7%	1.2%
30	CC(=O)C1(O)CCC2C3CCC4CC(=O)CCC4(C)C3C(=O)CC21C (stereo not given)	10.1%	-27.7%	-0.8%	-2.4%	-1.6	-2.7%	i	-0.7%	/
31	O=C(CN1C(=O)NC2(CCOc3ccccc32)C1=O)Nc1ccc2c(c1)OCCO2 (stereo not given)	19.0%	-2.8%	-0.5%	3.1%	0.0	2.7%	i	-3.6%	-0.9%
32	COCCN(C)Cc1nc(C(c2ccccc2)c2ccccc2)no1	-15.9%	-0.8%	-0.4%	12.3%	-2.3	-14.4%	i	?	-0.3%
33	CCOc1ccc(S(=O)(=O)N2CCCCC2)c2ccccc12	?	-0.1%	0.6%	16.2%	-1.2	-1.9%	i	?	-0.1%
34	CC(CCN1CCN=C1Nc1ccccc1)c1ccccc1 (stereo not given)	3.8%	-19.7%	0.4%	12.0%	-2.2	10.6%	i	9.7%	0.9%
35	CC1CN(S(=O)(=O)c2cccc(C(F)(F)F)c2)CN1C(=O)N1CCOCC1 (stereo not given)	2.7%	-24.6%	0.1%	2.0%	0.0	-0.6%	i	4.2%	-1.7%
36	CC(C)c1ccc(NC(=O)C(Cc2ccccc2)n2cccc2)cc1 (stereo not given)	?	-12.5%	-0.4%	/	/	-1.8%	/	/	/
37	Cc1ccc(-c2csc3nc[nH]c(=S)c23)cc1C	?	-28.9%	-0.8%	8.3%	-2.0	?	i	-12.4%	1.2%
38	COCCC(=O)N1CCC(Oc2ccc(C(=O)NCCc3ccccn3)cc2)CC1	8.2%	-2.9%	-0.2%	5.0%	-4.1	18.5%	i	3.1%	-2.6%
39	CN(CC(=O)NCc1ccc(F)cc1)S(=O)(=O)c1ccc2[nH]c3c(c2c1)CCCC3	-92.3%	-2.4%	-0.3%	/	/	-0.4%	/	/	/
40	COc1cccc(C(=O)Nc2cc(C)on2)c1	/	-5.0%	3.7%	11.1%	-2.5	/	i	3.4%	/
41	CN(C)CCCNC(=S)N1CCn2c(nc3ccccc32)C1	2.4%	10.5%	-1.1%	15.4%	-0.4	0.3%	i	-6.2%	0.6%
42	OC1CCCN(Cc2ccc3c(c2)Cc2ccccc2-3)C1 (stereo not given)	?	-5.1%	0.1%	10.0%	-0.6	-4.7%	i	4.3%	2.9%
43	CCCCCCCCC(=O)NNC(=O)c1c(O)c2ccccc2n(CCC)c1=O	6.8%	17.4%	-0.7%	-9.6%	0.6	-8.9%	i	0.5%	-0.8%
44	O=C1C(=O)c2c(C(=O)c3ccccc3)coc2-c2ccccc21	?	8.91µM*	6.1%	11.5%	2.4	?	i	8.2%	-1.1%
45	CCOc1ccc(NC(=O)CC2C(=O)N(C)C(=S)N2Cc2ccc3c(c2)OCO3)cc1 (stereo not given)	2.2%	-13.9%	0.1%	6.9%	-1.4	-2.2%	i	7.2%	0.9%
46	CCCn1c(CCC(=O)Nc2cc(Cl)c(OC)cc2OC)nc2cccnc21	-4.5%	-5.4%	1.0%	/	/	1.0%	/	/	/
47	COc1ccc(C(CC(=O)NCc2ccccc2)C(C)C)cc1 (stereo not given)	11.4%	12.0%	2.4%	6.2%	-0.2	0.6%	i	0.1%	-0.3%
48	CCOC(=O)N1CCC(NC(=O)c2cc(COc3ccc(F)cc3Cl)on2)CC1	9.6%	7.1%	0.4%	1.6%	0.7	0.1%	i	18.2%	-7.0%
49	OC(CN1CCOCC1)CN(c1ccccc1)c1ccccc1 (stereo not given)	4.5%	-3.0%	-0.6%	-8.2%	-0.6	-1.8%	i	8.8%	-0.3%
50	COc1ccccc1CNC(=O)[C@H](C)N1C(=O)N2CCc3c([nH]c4ccccc34)[C@@]2(C)C1=O	23.1µM*	?	5.6%	13.7%	-2.7	?	i	-10.3%	-1.2%

Ordered by number of heavy atoms (ascending): part of the list above.
nr	SMILES	Nrf2 inh	TGFb SMAD3 inh	Nrf2 activator	EPAC2 ag	CCT modulator	A549 tox	pAkt inh	EPAC2 antag	MmCpn inh
37	Cc1ccc(-c2csc3nc[nH]c(=S)c23)cc1C	?	-28.9%	-0.8%	8.3%	-2.0	?	i	-12.4%	1.2%
41	CN(C)CCCNC(=S)N1CCn2c(nc3ccccc32)C1	2.4%	10.5%	-1.1%	15.4%	-0.4	0.3%	i	-6.2%	0.6%
43	CCCCCCCCC(=O)NNC(=O)c1c(O)c2ccccc2n(CCC)c1=O	6.8%	17.4%	-0.7%	-9.6%	0.6	-8.9%	i	0.5%	-0.8%
